From PubChem
TNAP activators = stimulation of alkaline phosphatase TNAP activity – biochemical, luminescent, no phosphate acceptor, uHTS, primary screen (AID 1001). purified TNAP, luminescent activation assay, no phosphate acceptor; higher activation fold means a stronger effect. activation fold at 20 µM; hits with a dose series show EC50 in µM. hit rate 0.03% among 200,000; in the data active = activation fold from about 3, or a potency from the dose series; inactive = the rest, 99 in 100 with activation fold below about 1.6; also: many of its hits are not listed in these tables
P. falciparum M1AAP = malaria alanyl aminopeptidase activity blockers – biochemical, fluorogenic H-Leu-NHMec substrate, 1536-well (AID 1445); recombinant M1AAP, H-Leu-NHMec fluorogenic kinetic assay; higher % means a stronger effect; inhibition, % at 30 µM; hits with a dose series show IC50 in µM; hit rate 0.42% among 220,000;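 active = primary inhibition above the hit cutoff, then over 50% inhibition at one or more dose response concentrations, cut at about 23% in these data, passing the limit was not always enough; inconclusive = conflicting primary data, or primary hits not chosen for dose response; inactive = low primary inhibition, or under 50% at every dose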;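 also: plate controls were DMSO full reaction for no effect and no enzyme background for full effect; strong numbers were not always called active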
Hep lipid drop = modulators of hepatic lipid droplet formation | AML12 mouse hepatocytes, oleate lipid droplets, BODIPY imaging | inhibition, % at 6.5 µM | hit rate 0.4% among 240,000 | AID 1656;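 active = lipid droplet intensity inhibited by at least 50%, with more than 500 cells counted; inconclusive = wells with under 300 cells, treated as cytotoxic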
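material = mouse AML12 hepatocyte cell line, fixed after treatment | also added = 100 µM oleic acid challenge | doses = compound at 6.5 µM only | schedule = overnight exposure | technique = Image-based BODIPY and DAPI two-channel analysis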
Myeloid diff 2 = compounds promoting myeloid differentiation. ER-HoxA9 myeloid progenitors, lysozyme-GFP differentiation, flow cytometry. calls only at 10 µM. hit rate 1% among 360,000. AID 624256;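 active = normalized GFP-positive differentiation at or above the plate's own cutoff, the solvent-only control mean plus 3 SD; inconclusive = no clear call, values can overlap the other calls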;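 also: cells exposed to compound for four days before flow analysis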
UTI89 phage lysis = inhibition of K1F phage lysis, E. coli UTI89, bacterial capsule biogenesis inhibitors, alamar blue (AID 488966); E. coli UTI89 K1F phage lysis, alamar blue, 2 h; higher % means a stronger effect; one-dose inhibition, % at 100 µM; IC50 in µM for titrated hits; hit rate 0.02% among 340,000;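 active = phage lysis inhibition, versus mean bacterial control, above a set limit; inconclusive = no clear call, values can overlap the other calls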;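 also: capsule biogenesis inhibitors block K1F phage lysis so surviving cells raise fluorescence; higher fluorescence means more inhibition of phage lysis; actives were called in the ten point dose series up to 300 µM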
human PMI inhibitors = human PMI inhibitors, high substrate, primary screen, biochemical, fluorescence intensity, high mannose 6-phosphate (AID 1220); recombinant PMI enzyme, coupled fluorescence intensity; higher % means a stronger effect; one-dose inhibition, % at 20 µM; IC50 in µM for titrated hits; hit rate 0.66% among 190,000
human PMI inhibition = MPI enzyme activity inhibition – biochemical, fluorescence intensity, coupled assay, primary screen (AID 1209); hit rate 0.42% among 190,000; inhibition, % at 20 µM, or IC50 in µM where a hit was titrated; purified PMI enzyme, coupled fluorescence intensity; higher % means a stronger effect;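 also: plate controls were DMSO vehicle for no effect and wells lacking substrate for full effect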
WT yeast gro inh = growth inhibition of WT yeast, mitochondrial fusion screen; AID 1362; hit rate 2.1% among 190,000; inhibition, % at 10 µM; mitochondrial fusion phenotypic screen, WT strain; in the data active = inhibition above about 58%; tested in S. cerevisiae
ER stress rescue = rescue of cells from ER stress-induced death, primary screen, 384-well, CSM14.1, thapsigargin, ATP luminescence (AID 1222); one-dose cellular ATP content (survival), % at 20 µM; EC50 in µM for titrated hits; 190,000 tested, under 10 active; CSM14.1 thapsigargin-induced death rescue, ATP luminescence; higher % means a stronger effect;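 active = EC50 below 50 µM in the dose-response confirmation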;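 also: death triggered by thapsigargin at about 15 µM added after 2 h compound pretreatment; cell ATP read after overnight thapsigargin exposure of roughly 18 to 22 hours; normalized against plate controls of thapsigargin alone and 5% DMSO vehicle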
WT yeast gro inh mutant strain = further read-out of WT yeast gro inh, marked with its call; inhibition, %; mitochondrial fusion phenotypic screen, mutant strain inhibition
Hep lipid drop cells 6.5 µM = further read-out of Hep lipid drop, marked with its call; cell count; measured here: cell count, cytotoxicity flag;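 cells counted across two imaged fields per well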
Myeloid diff 2 GFP+ MAC1+ % = further read-out of Myeloid diff 2, marked with its call; GFP+ MAC1+ double positive, %; measured here: differentiation confirmed by MAC1 staining
The depositor's hits bear a star; i = inactive; ? = inconclusive; . = no result given; [ ] = another dose, or the depositor's remark. Rule as the data show it, unless noted: active = inhibition above about 50%; inactive = the rest.

SMILES	TNAP activators	P. falciparum M1AAP	Hep lipid drop	Hep lipid drop cells 6.5 µM	Myeloid diff 2	Myeloid diff 2 GFP+ MAC1+ %	UTI89 phage lysis	human PMI inhibitors	human PMI inhibition	WT yeast gro inh	WT yeast gro inh mutant strain	ER stress rescue
Cc1ccc(Cn2ccc(NC(=O)CCSc3nc(-c4ccco4)cc(C(F)(F)F)n3)n2)cc1	1.1	5%	-1	715	i	0.6	2.6%	1%	12%	9	-10	0.2%
CCOCC(=O)N(CC)Cc1ccccc1	1.1	2%	-7	704	i	0.3	0.0%	.	.	8	2	-0.1%
COCc1cc(C)nc(Oc2ccccc2)c1C#N	1.1	-3%	-6	694	i	0.6	0.2%	13%	14%	-11	-22	0.8%
CC(=O)N/C(=C/c1ccc2c(c1)OCO2)C(=O)NCC(=O)O	1.1	-4%	0	585	i	0.6	0.3%	-6%	-4%	-2	-23	-1.2%
O=C(Nc1ccccc1)C1=C[C@H](c2csc3ccccc23)C[C@H](OCc2ccc(CO)cc2)O1	1	-1%	-52	695	i	2.1	1.0%	10%	23%	35	1	2.2%
CCOc1ccccc1N1C(=O)CC(N(O)c2ccccc2)C1=O (stereo unspecified)	1.2	7%	.	.	i	2.6	0.0%	2%	2%	5	-7	-0.2%
CC(=O)Nc1ccc(Oc2cnccn2)cc1	1.1	-5%	-5	707	i	0.7	0.8%	0%	2%	-9	-6	0.8%
Nc1c2c(=O)oc(-c3ccccc3)cc2nn1-c1ccccc1	1.1	11%	.	.	i	0.8	-0.1%	9%	6%	22	4	2.7%
Cc1ccc(CN2CCN(C3CCCC3)C(CCO)C2)s1 (stereo unspecified)	1.1	1%	-14	485	i	0.5	0.4%	-9%	-8%	16	18	-0.1%
CCOC1(OCC)C(c2ccc(Cl)cc2)C(C#N)(C#N)C1(OCC)OCC (stereo unspecified)	1.1	0%	-3	388	i	0.3	0.1%	-15%	-1%	65*	-24*	-3.0%
O=[N+]([O-])c1cccc(C2=NCCS2)c1	1.1	-2%	-5	730	i	0.3	6.6%	11%	9%	8	-9	-0.1%
Cc1nc2nc3c(cn2n1)C(=O)CC(c1ccccc1)C3 (stereo unspecified)	1	1%	.	.	i	1.6	0.1%	0%	-23%	7	18	-2.0%
CCN(CC)c1cc2nc(C)n(Cc3ccccc3)c(=O)c2cc1NC(=O)C1CC1	1	-1%	11	702	i	1.7	0.0%	3%	-7%	3	-15	0.4%
CN(C(=O)c1cccc(C#N)c1)c1nnc(-c2cnccn2)s1	1	-1%	-2	787	i	0.7	4.4%	4%	4%	8	-6	2.2%
Cc1ccc(C)c(OCC(O)CN2CCC(CN3C(=O)c4cccc5cccc(c45)C3=O)CC2)c1 (stereo unspecified)	1	6%	-147	540	?	.	-0.2%	5%	-7%	37	17	5.2%
O=C(Cn1cncn1)N/N=C/c1ccccc1O	.	8%	-9	732	i	0.8	0.1%	.	.	.	.	.
O=C(OCC(=O)N1CCCCCC1)c1ccc([N+](=O)[O-])cc1Cl	1	2%	-1	684	i	0.3	0.2%	7%	-3%	10	0	-0.2%
Cc1ccc(C)c(N2C(=O)CN=C2Nc2ccccc2Cl)c1	1.1	2%	3	724	i	2.2	3.0%	-24%	-2%	8	-2	-2.2%
COc1ccc(/C=N\NS(=O)(=O)c2ccc(C)cc2)cc1COc1ccccc1[N+](=O)[O-]	1.1	0%	11	764	i	0.8	1.2%	15%	12%	-14	2	-6.0%
CCOc1ccc(N(CC(=O)O)S(=O)(=O)c2ccc(F)cc2)cc1	1	5%	-18	516	i	3.5	0.1%	3%	6%	-13	-19	-0.8%
Cc1ccc(-c2ccc(/C=C3\C(=O)ON=C3c3ccccc3)o2)c([N+](=O)[O-])c1	0.8	15%	.	.	i	1.1	-0.9%	7%	9%	36	19	-1.9%
COc1ccc(CSc2nnnn2C)cc1F	1.1	-6%	.	.	i	0.8	0.1%	-15%	-9%	8	-8	0.5%
CC1CCCC(NC(=O)COC(=O)CCSc2ccccc2)C1C (stereo unspecified)	1.1	0%	2	687	i	0.8	0.5%	5%	0%	-9	-12	-1.1%
CCCCN(CCCNC(=O)C1CCN(S(=O)(=O)N2CCOCC2)CC1)Cc1ccccc1	1	3%	.	.	.	.	0.4%	5%	5%	0	-5	-0.7%
CCOc1c2ccc(C(=O)N[C@H](C)C3CCCCC3)cc2nn1CCOC	1.1	7%	3	676	i	2.7	-1.1%	14%	18%	-5	11	0.3%
O=C1CN(C(=O)/C=C/c2ccco2)c2ccccc2N1	1	10%	-7	719	i	0.6	-0.4%	-2%	-3%	-19	-2	1.6%
Cc1csc(=NC(=O)c2ccccc2)n1CCO	1.2	16%	1	771	i	0.2	0.4%	-3%	1%	4	3	1.5%
COC(=O)c1nc(N)sc1-c1ccc(Cl)c(Cl)c1	.	-1%	-3	673	i	1.1	0.4%	.	.	.	.	.
CC(=O)N1C(=S)NC(=O)/C1=C1/C(=O)N(CC(=O)Nc2cccc(C)c2)c2ccccc21	0.9	50%	-18	613	i	0.8	-5.2%	30%	44%	3	-10	-0.7%
Cc1ccc(NC(=O)C(C)N2C(=O)c3ccccc3C2=O)cc1S(=O)(=O)N1CCOCC1 (stereo unspecified)	1.1	115µM*	7	680	i	0.8	-0.5%	7%	2%	-7	11	2.5%
CCOc1ccccc1NC(=O)Nc1ccc(Br)cn1	1.1	2%	6	651	i	0.3	0.2%	-4%	-8%	13	-9	0.2%
CC(C)NC(=S)N1CCn2c(nc3ccccc32)C1	1.2	-6%	0	544	i	0.4	2.9%[50 µM]	1%	18%	0	-9	0.3%
Cc1nnc(SC2CC(=O)N(c3ccccc3)C2=O)s1 (stereo unspecified)	1.1	7%	5	792	i	0.7	0.1%	-26%	-17%	11	25	-7.2%
CC(C)C(=O)Nc1ccc(N2CCN(S(C)(=O)=O)CC2)cc1	1.1	7%	-13	669	i	0.6	2.1%	-4%	-4%	-4	-6	-0.6%
CCOc1ccc(N2CC(C(=O)NCCN3C(=O)S/C(=C\c4cccnc4)C3=O)CC2=O)cc1 (stereo unspecified)	1	2%	19	707	.	.	0.0%	6%	-1%	-7	11	-0.6%
O=C(O)c1cc2ccccc2c2cc(Br)ccc12	.	-2%	20	817	i	0.2	-0.1%	.	.	.	.	.
COc1ccccc1NC(=O)CSc1nc2ccccc2n1C(C)=O	1.1	8%	.	.	i	7.1	1.9%	11%	15%	-16	-17	-1.9%
Cc1ccc(-n2c(N)c(C#N)c(-c3ccccc3)c(C#N)c2=O)cc1	1.1	4%	-1	688	i	0.3	-0.1%	-2%	0%	70*	-4.5*	-1.2%
O=C(COc1ncnc2ccc(Br)cc12)N1CCOCC1	1	10%	0	773	i	0.4	-0.6%	6%	9%	1	-14	1.1%
CN1CCN(C(=O)c2ccc(CSc3ccc(Cl)cc3)cc2)CC1	1.1	-5%	-20	567	i	0.1	2.8%[50 µM]	-4%	2%	25	23	-2.4%
COc1ccc(CNC(C)C2COc3ccccc3O2)c(OC)c1 (stereo unspecified)	1	10%	.	.	i	0.9	-0.2%	9%	9%	-8	2	0.8%
CCCc1c(-c2ccc(O)cc2)nn(-c2ccc(O)cc2)c1-c1ccc(O)cc1	.	6%	-18	722	i	2.0	-11%	.	.	.	.	.
Cc1cc(C)n(CC(=O)N2CCCC(C(=O)c3cccc(OC(C)C)c3)C2)n1 (stereo unspecified)	1.1	-2%	-3	653	i	0.2	-0.3%	-6%	-3%	5	8	-0.1%
Cc1ccc2[nH]c3c(=O)n(Cc4ccccn4)cnc3c2c1	1.1	-1%	4	668	i	3.0	-0.6%	5%	5%	1	-1	-0.8%
O=C(Nc1ccc(Oc2cccnc2)cc1)c1ccc([N+](=O)[O-])cc1	1	0%	6	668	i	0.9	-0.4%	-12%	-14%	-15	-8	-1.2%
CCN(CC)S(=O)(=O)c1ccc(C)c(N=C=S)c1	1.1	1%	-34	656	i	0.7	1.0%	0%	0%	27	22	12%
O=C(CCc1ccccc1)Nc1ccccc1	1	.	-3	681	i	0.3	0.2%	.	.	0	-12	-0.7%
COCCNC(=O)C(C)Oc1ccc(Cl)cc1Cl (stereo unspecified)	1.1	0%	.	.	i	0.8	6.7%	1%	-4%	5	-1	-2.2%
CC1(C(=O)N/N=C/c2ccc([N+](=O)[O-])o2)CC1(Br)Br (stereo unspecified)	0.9	13%	0	581	i	3.1	-4.0%[50 µM]	16%	-4%	7	17	1.7%
N/C(=N\OC(=O)c1ccco1)c1cccc(Br)c1	1.1	-2%	8	727	i	1.1	-1.6%	-34%	-16%	26	36	-0.7%
O=C(c1cc2n(n1)C(C(F)(F)F)CC(c1ccco1)N2)N1CCc2ccccc2C1 (stereo unspecified)	1.1	3%	1	689	i	0.8	-0.6%	13%	16%	33	12	0.0%
CC(=O)c1cccc(NC(=O)/C(=C\c2cccnc2)NC(=O)c2ccco2)c1	1	0%	6	659	i	0.3	0.1%	-6%	-16%	16	-7	1.7%
Cc1ccc(-c2nnc(CCC(=O)NCc3csc(C)n3)o2)s1	.	1%	-2	754	i	0.4	1.8%[50 µM]	.	.	.	.	.
CC1=CC(C)(C)[N+](C)(C)c2ccc(C)cc21	1.1	?	-7	662	i	0.2	2.3%	8%	8%	-18	-12	1.3%
CCN1CCCC1CNC(=O)Cn1cc2c(n1)CCC(C)C2 (stereo unspecified)	1.2	6%	-17	617	i	1.9	1.8%	10%	10%	9	2	.
O=C(O)c1ccc2nc(CO)[nH]c2c1	1	3%	9	707	i	0.4	0.6%	-17%	-18%	12	7	-0.8%
CC(Nc1cc(N2CCN(S(=O)(=O)N(C)C)CC2)ccc1[N+](=O)[O-])c1ccccc1 (stereo unspecified)	0.9	6%	-17	686	i	0.4	-0.1%	35%	24%	8	4	-1.4%
